# Screens deposited in PubChem by several laboratories.
# TNF necrop inh = TNF-alpha cell death inhibition in Jurkat FADD-/- cells; Jurkat FADD-/- TNF necroptosis rescue, ATP luminescence, 24 h; 0 = TNF only, 100 = no-TNF cells; 220,000 tested, 0.068% active; activation (protection from cell death), % at 10 µM; AID 463075;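 active = activation, meaning protection from cell death, of at least 50% relative to plate controls; inactive = activation below 50%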;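 also: necroptosis triggered by 40 ng/mL TNF-alpha added together with compound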
# RBBP9 inh = blocks human serine hydrolase RBBP9 | O75884 | recombinant RBBP9, FP-Rh probe fluorescence polarization | inhibition, % at 7.94 µM | 220,000 tested, 0.2% active;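 active = inhibition above the campaign mean of all tested compounds plus 3 SD, cut at about 14% in these data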;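 also: plate controls were DMSO wells with RBBP9 for no effect and wells lacking RBBP9 protein for full effect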
# Target sequence (O75884 whole entry, looked up): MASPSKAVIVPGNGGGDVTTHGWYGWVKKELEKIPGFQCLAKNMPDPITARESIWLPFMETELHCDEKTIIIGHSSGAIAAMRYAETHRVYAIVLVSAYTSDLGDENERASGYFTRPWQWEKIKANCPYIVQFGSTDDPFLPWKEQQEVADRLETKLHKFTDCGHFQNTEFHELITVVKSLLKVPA
#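 system = RBBP9 protein | input = RBBP9 at 2.5 µM in dispensed solution, before mixing | measured by = fluorescence polarization (mP), excitation 525 nm, emission 598 nm | incubation = enzyme-compound preincubation 30 min, then probe labeling 45 min, 25 °C | buffer or medium = Tris-NaCl-Pluronic buffer, pH 8.0 | compound = single dose 7.94 µM | also added = FP-Rh probe, 375 nM dispensing solution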
# EP2 antag = EP2 receptor (human) inhibition | C6 glioma cells expressing human EP2, cAMP TR-FRET; cells stimulated with saturating PGE2 | inhibition, % at 25 µM | 260,000 tested, 0.52% active | AID 1422;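 active = percent inhibition above 40 after rounding to a whole number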;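 also: rat C6 glioma host cells with rolipram phosphodiesterase inhibitor present; the protocol text gives 20 µM as final concentration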
# Runt-CBFb FRET = inhibitors of human RUNX1 Runt domain binding to CBFb; Q01196+Q13951; Cerulean-Runt/Venus-CBFb FRET ratio 530/480, 1 h; inhibition, % at 20 µM; 220,000 tested, 0.46% active;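 active = inhibition over about 50% at 20 µM in the single-dose screen, limit read from the data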;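 also: 0% = DMSO wells and 100% = excess unlabeled CBFb competitor control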
# Target sequence (Q01196 whole entry, looked up, the tested form may be a part): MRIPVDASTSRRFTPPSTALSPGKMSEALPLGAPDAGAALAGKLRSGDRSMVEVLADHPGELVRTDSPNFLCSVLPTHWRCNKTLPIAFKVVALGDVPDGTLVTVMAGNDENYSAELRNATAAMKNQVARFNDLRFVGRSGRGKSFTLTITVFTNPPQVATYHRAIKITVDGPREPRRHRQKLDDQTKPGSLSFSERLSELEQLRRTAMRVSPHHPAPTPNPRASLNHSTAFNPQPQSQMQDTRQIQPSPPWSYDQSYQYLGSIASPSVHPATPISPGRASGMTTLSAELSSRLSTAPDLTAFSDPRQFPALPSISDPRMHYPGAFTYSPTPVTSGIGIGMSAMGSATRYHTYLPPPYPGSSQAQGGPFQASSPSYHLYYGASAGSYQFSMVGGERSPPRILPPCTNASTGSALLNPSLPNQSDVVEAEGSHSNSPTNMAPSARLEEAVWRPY
# Target sequence (Q13951 whole entry, looked up, the tested form may be a part): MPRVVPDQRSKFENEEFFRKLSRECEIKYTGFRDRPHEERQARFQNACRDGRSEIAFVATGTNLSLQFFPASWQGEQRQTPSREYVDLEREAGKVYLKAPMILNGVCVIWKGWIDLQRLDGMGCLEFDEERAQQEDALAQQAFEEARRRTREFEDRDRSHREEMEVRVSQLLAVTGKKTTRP
#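 Measured by: fluorescence energy transfer, 422 nm excitation, 530/480 nm emission; test system: Cerulean-tagged RUNX1 Runt domain (FRET donor) fusion protein; buffer or medium: Tris pH 7.5 buffer with BSA; compound: one dose, 20 µM compound, 1% DMSO; times: two 1 h room-temperature incubations shielded from light; benchmarks: unlabeled CBFb 5 µM, positive control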
# Runt-SMMHC FRET = inhibitors of human RUNX1 Runt domain binding to CBFb-SMMHC | Q01196+Q13951 | Cerulean-Runt/Venus-CBFb-SMMHC FRET ratio 530/480, 1 h | inhibition, % at 20 µM | 220,000 tested, 0.74% active | AID 1434;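 active = mean inhibition across duplicate retests at 20 µM reaching about 50%, limit read from the data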;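 also: 0% = DMSO wells and 100% = wells with excess untagged CBFb-SMMHC; inhibitors lower the FRET ratio by blocking Runt binding to CBFb-SMMHC; some results filed as inactive read as strong as hits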
# EP2 mod = modulates human prostaglandin E2 receptor EP2 signaling. induction, % at 25 µM. P43116. AID 940. 260,000 tested, 0.83% active. EP2-expressing cells, cAMP HTRF FRET, PGE2 co-stimulation;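 active = compounds whose cAMP rise, as percent of the full-agonist control response, exceeds 60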;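 also: rat C6 glioma line stably carrying human EP2 under a CMV promoter; the protocol text gives 20 µM as final concentration; 100% = response of wells given 1 µM PGE2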
# PERK inhibitor = blocks human PERK kinase | CHO PERK-DD fusion, SEAP luminescence translation reporter | AID 1416 | inhibition, % at 5.6 µM | 220,000 tested, 0.17% active | Q9NZJ5;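 active = inhibition above the mean inhibition of all tested compounds plus 3 SD, set separately per screening campaign, cut at about 2.9% in these data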;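 also: PERK kinase domain activated by AP20187 dimerizer at 100 nM; 0% = DMSO with dimerizer and 100% = rapamycin at 8.4 µM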
# Hck-Nef inh = inhibitors of human Hck kinase activated by Nef; Recombinant Hck-YEEI plus Nef, Z-Lyte FRET kinase assay; P08631; 220,000 tested, 0.68% active; inhibition, % at 20 µM; AID 463187;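 active = Hck-Nef kinase inhibition above about 50%, limit read from the data; inactive = inhibition below that limit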;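 also: 0% = DMSO with Hck plus Nef and 100% = Hck alone without Nef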
# L929 necroptosis = L929 zVAD cell death inhibition. L929 zVAD necroptosis rescue, ATP luminescence, 24 h; with zVAD 60 µM. 220,000 tested, 0.38% active. viability rescue, % at 10 µM;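 active = activation, scaled between plate controls, above about 75%, limit read from the data; inactive = activation under that limit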;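 also: 0% = zVAD with DMSO and 100% = DMSO alone without zVAD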
# * hit, by the source's call; · = not tested or not shown; & = joins results of further samples.
SMILES,TNF necrop inh,RBBP9 inh,EP2 antag,Runt-CBFb FRET,Runt-SMMHC FRET,EP2 mod,PERK inhibitor,Hck-Nef inh,L929 necroptosis
CC(=O)c1cc(CN2CCN(CCC(C)C)C(CCO)C2)cs1 (stereo not drawn),4.7,-1,12,0,-5,16,1.4,-5,-0.8
Cc1ccc(OCCN2C(=O)c3ccccc3C2=O)cc1,0.5,-5,4,0,0,0,-0.5,0,0.6
C=CCNC(=O)C1CC(=O)N(c2ccc(OCC(=O)Nc3cccc(OC)c3)cc2)C1 (stereo not drawn),0.0,5,-1,0,1,22,0.9,1,0.1
CCN(CC)CCCNC(=O)N[C@@H](Cc1ccccc1)C(=O)O,0.4,0,15,-2,-10,7,2.6,0,0.4
CC(O)CNC(=O)c1ccc(-c2nn(C)c(=O)c3ccccc23)cc1 (stereo not drawn),-0.8,-8,8,-1,2,2,0.6,17,-0.1
O=S(=O)(NCc1ccco1)c1cccc2cccnc12,-4.3,1,15,1,3,15,0.1,0,0.3
CC(C)C1/C(=N/O)CC(c2ccccc2)NC1c1ccccc1 (stereo not drawn),-9.9,15*,7,-3,-4,26,0.3,11,0.8
C=CCNC(=O)CC(=O)N/N=C/c1cccs1,1.3,-2,2,0,3,30,0.9,19,0.5
CCC(CC)C(=O)Nc1cccc(C(=O)Nc2ccc(OC)cc2[N+](=O)[O-])c1,-0.9,-5,6,-3,-2,19,0.5,0,0.2
CC(=O)OC1CC(n2ccc(NC(=O)c3ccccc3)nc2=O)OC1CO (stereo not drawn),-1.1,-11,14,1,2,-15,1.2,0,0.4
O=C(N1CCN(c2ccccc2)CC1)C(F)(F)C(F)(F)F,1.4,-4,5,1,-3,5,1.3,-4,1.2
O=C(COC(=O)c1cc(-c2cccs2)nn1-c1ccccc1)Nc1ccc(F)c([N+](=O)[O-])c1,1.4,-26,2,2,-8,-32,-0.2,2,-0.1
CCOc1ccc(NS(=O)(=O)c2ccc3[nH]cc(C(=O)NCC4CCCO4)c(=O)c3c2)cc1 (stereo not drawn),1.7,0,12,·,2,-6,1.5,4,5.4
Cc1occc1C(=O)O/N=C(\N)c1ccc(Cl)cc1,-3.0,-5,6,1,0,-20,-1.1,-1,0.1
CCOC(=O)c1cccc(NC(=O)C2CCN(S(=O)(=O)c3cnc[nH]3)CC2)c1,1.3,-5,12,-5,-2,1,1.1,7,1.0
N#C/C(=C\c1cccs1)C(=O)NCc1ccccc1,1.8,-4,10,1,2,12,0.4,2,0.3
CN1CCN(NC(=O)c2ccccc2F)CC1,-0.4,-9,14,0,-1,22,2.0,1,-0.2
Cn1c(=O)c2c(ncn2Cc2ccccc2)n(C)c1=O,-0.3,5,13,0,1,17,0.5,13,-0.4
COc1ccc(O)c(CNn2c(-c3ccc(Br)cc3)nc3ccccc3c2=O)c1,-0.1,-4,5,-3,-5,-2,-0.4,16,0.4
CC1=C(C(=O)Nc2ccc(C)cc2C)C(c2ccc(C)o2)NC(=S)N1 (stereo not drawn),1.9,-5,12,3,0,9,0.3,5,1.6
COc1ccccc1CNC(=O)CN1CCN(Cc2ccc(Cl)cc2)C1=O,-0.6,-1,8,·,·,·,0.8,0,0.0
C=CCn1c(SCc2cccc(C#N)c2)nnc1-c1ccccc1O,-0.4,-7,9,-2,-4,-43,-0.5,4,-1.0
Cc1cc(=O)oc2cc(OCC(=O)N/N=C/c3cc([N+](=O)[O-])ccc3O)ccc12,-6.2,2,4,0,5,-1,1.1,5,3.0
COc1ccc(NC(=O)/C(=C\c2cccnc2)NC(=O)c2cccs2)cc1,1.7,-5,10,-1,0,14,0.8,5,-0.3
O=C(CN(c1ccc2c(c1)OCCO2)S(=O)(=O)c1ccccc1)N1CCN(Cc2ccccc2)CC1,4.7,-3,3,0,0,-20,0.7,0,-0.1
# Next part:
SMILES,TNF necrop inh,RBBP9 inh,EP2 antag,Runt-CBFb FRET,Runt-SMMHC FRET,EP2 mod,PERK inhibitor,Hck-Nef inh,L929 necroptosis
O=C(N/N=C/c1ccccc1OC(=O)N1CCOCC1)c1cccs1,-0.8,4,16,2,5,-22,0.4,10,-0.4
Cc1sc(NC(=S)NC(=O)c2ccco2)c(C(N)=O)c1C,1.3,3,5,31,-8,-21,0.4,6,4.4
Cc1cc(C)c(C(=O)/C=C/c2ccc(C(C)C)cc2)c(=O)[nH]1,-17,-4,83*,-3,1,3,1.0,0,-0.2
CC(=O)c1cccc(N/C=C\c2nnnn2-c2ccc(F)cc2)c1,-1.5,-11,8,-2,0,-54,0.7,3,0.7
O=C(CCN1C(=O)c2ccccc2C1=O)Nc1cccnc1,-1.5,-2,5,0,-3,15,0.8,5,-0.7
Cc1csc(NC(=O)Nc2ccccc2[N+](=O)[O-])n1,-0.9,-4,6,4,-7,-51,-0.5,25,0.8
Fc1ccc(C2c3[nH]c4ccccc4c3CCN2Cc2cccn2-c2ncccn2)cc1 (stereo not drawn),1.5,-3,7,·,·,9,-0.1,21,2.2
CCN1CCN(CCCNC(=O)c2cc3sccc3n2CC)CC1,0.4,-5,10,2,3,10,0.2,21,0.3
COC(=O)c1ccccc1NC(=S)N1CCN(c2ccccn2)CC1,0.0,2,9,0,-4,-6,0.9,8,2.0
CCc1cc(CC)c(/C=N/NC(N)=O)c(CC)c1,-2.1,-1,8,-1,6,54,0.5,21,-0.1
O=C(O)CCSc1nnc(-c2ccc3c(c2)OCO3)o1,-2.2,-8,7,1,-4,6,0.4,1,0.1
Cn1nccc1C(=O)N1CCc2c([nH]c3ccccc23)C1c1ccc(F)cc1 (stereo not drawn),0.1,-2,10,0,2,6,0.0,18,0.6
Cc1cc(C)nc(SCCC(=O)N(C)C)n1,-0.1,5,9&10,28,21,19&3,0.0,1,-0.3
Cc1ccn2c(NCc3ccc4c(c3)OCO4)c(-c3ccc(O)cc3)nc2c1,-2.4,-3,9,1,-3,27,-1.0,0,-0.3
COc1ccc(OC)c(NC(=O)C2CCN(S(=O)(=O)c3c(C)noc3C)CC2)c1,-0.1,16*,7,0,4,-18,-1.2,2,-0.4
CC(C)[C@@H]1NC(=O)c2cc([N+](=O)[O-])cc(I)c2NCCC[C@@H](C(N)=O)NC(=O)[C@H](CO)NC1=O,1.5,-8,10,2,-8,13,-0.1,-9,-0.7
CCOC(=O)c1cc2sccc2n1CC(=O)OC(C)C,-0.4,9,6,-1,2,14,-0.2,1,0.2
Cc1cc(C)nc(SCC(=O)O)n1,2.2,5,15,-1,5,19,1.3,-4,-0.9
Cc1cc(/C=N/N2CCN(C)CC2)c(C)n1-c1ccc(Cl)cc1,-11,-3,13,-2,-1,-33,-0.7,-2,-0.2
CC(=O)c1nnn(-c2ccc(Cl)cc2C#N)c1C,1.5,5,12,0,-3,6,2.1,8,0.8
COC(=O)[C@@H](NC(=O)O[C@H]1C(=O)c2ccc(OC)cc2O[C@@H]1c1ccc2c(c1)OCO2)C(C)C,-0.6,0,1,0,-3,28,-1.2,-2,5.1
CCN(Cc1ccccc1)C(=O)COc1cc(=O)n(CC)c2ccccc12,-2.0,-8,8,1,-2,-4,-1.2,-1,0.8
O=C(O)c1cccc(CSc2ncccn2)c1,-0.9,-5,4,2,5,9,1.4,4,-0.5
CCN(CC)S(=O)(=O)c1ccc2c(c1)nc(SCC(=O)N1CCCCCC1)n2-c1ccc(OC)cc1,3.6,-10,5,-5,1,9,-2.4,2,-0.1
Cc1cccc(-n2c(-c3ccncc3)n[nH]c2=S)c1C,0.5,-8,7,6,6,22,1.9,17,1.1
# Next section.
SMILES,TNF necrop inh,RBBP9 inh,EP2 antag,Runt-CBFb FRET,Runt-SMMHC FRET,EP2 mod,PERK inhibitor,Hck-Nef inh,L929 necroptosis
CCCCCC(=O)N1CCN(CCN=CC2=C(O)CC(c3ccc(OC)c(OC)c3)CC2=O)CC1 (stereo not drawn),-1.6,-7,12,1,2,19,1.1,4,-0.1
Cc1ccc(C(=O)c2ccc(C(F)(F)F)cc2)cc1,-2.2,5,12,3,-2,11,1.4,-18,0.0
Cc1cc(OC(=O)c2ccco2)c2c(C)cc(=O)oc2c1,-1.4,-2,7,-2,-6,-4,0.8,9,0.3
CCCNC(=O)c1cccc(Cn2nc(C)c(Br)c2C)c1,4.6,-8,12,-2,3,-8,-0.5,0,0.0
O/N=C(/CCc1ccccc1)C1(O)CCCCC1,3.6,-10,8,0,-3,15,-0.1,0,0.2
COc1ccc(NC(=O)CC2C(=O)N(Cc3cccs3)C(=S)N2C(C)C)cc1 (stereo not drawn),1.2,-11,12,2,-5,-1,-0.7,-1,1.2
C=CCc1c(OC(C)=O)c2ccccc2n(C)c1=O,-1.4,-7,5,-2,-4,-2,-0.6,0,1.1
COC(=O)C1=CN(C2CCCCC2)C=C(C(=O)OC)C1c1ccc2c(c1)OCO2,-0.3,-7,12,28,75*,55,0.6,21,-0.8
C=C(C)COc1ccc(-c2nc(N)ncc2Oc2ccccc2OC)c(O)c1,-1.1,-10,17,-2,-8,-14,1.0,0,0.7
CC(C)CNC(=O)C1CCN(c2ccc(S(=O)(=O)N3CCOCC3)cc2Cl)CC1,2.9,7,4,-2,-2,-10,0.2,-1,-0.1
CN(C)C(=O)C1OC(C)(C)OC1C(=O)N(C)C (stereo not drawn),0.0,5,22,0,1,-2,1.4,0,0.1
Cc1cc(N2CCN(c3nc(-c4ccccc4)cs3)CC2)c2ccccc2n1,0.1,-7,2,-4,-5,25,1.0,18,-0.3
CCOC(=O)c1ccc(N2C(=O)CC(Nc3ccc(CCO)cc3)C2=O)cc1 (stereo not drawn),-0.7,6,3,6,2,19,0.7,1,0.1
COc1ccc(/C(N)=N/OC(=O)c2ccc(C)c([N+](=O)[O-])c2)cc1OC,-0.8,-10,7,1,-1,5,0.6,-15,0.8
CCOc1ccc(C(=O)Nc2ccc(NC(=O)c3cccs3)cc2)cc1[N+](=O)[O-],2.1,9,10,2,-1,-2,1.4,4,0.1
Cc1ccc(S(=O)(=O)N(C)C)cc1NC(=S)NCCCn1ccnc1,0.3,-5,9,-1,-3,22,0.7,-1,1.3
CCOC(=O)CSc1nnc(-c2ccco2)n1C,-2.1,0,13,4,6,8,1.1,6,-0.9
O=C(CCS(=O)(=O)c1ccccc1)Nc1ccc(-c2nc3ccccc3s2)cc1,-0.9,-13,8,-1,-10,-5,0.7,3,15
Cc1nnc(SCc2ccon2)n1-c1ccccc1,-0.6,0,7,-3,3,32,0.4,1,-0.2

# An excerpt; the hit share may differ from the screen's.
